# Assay outcomes deposited in PubChem BioAssay by several laboratories.
# TcdB GH inh: inhibitors of Clostridioides difficile toxin B glycohydrolase; TcdB glycohydrolase enzymatic assay, plate reader; inhibition, % at 9.99 µM; AID 652162; actives 0.24% (n = 350,000); in the data active means inhibition above about 10%
# GDH-TPI inh: inhibits GDH-TPI coupling enzymes, artifact for Mtb FBA screen. GDH-TPI coupled enzyme counterscreen, NADH absorbance. inhibition, % at 4.8 µM. actives 1.2% (n = 360,000). AID 588335; in the data active means inhibition above about 30%;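 further: 0% = DMSO wells and 100% = wells lacking the enzyme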
# PfHsp40 rescue: compounds rescuing yeast from Plasmodium falciparum HSP40 toxicity. S. cerevisiae expressing PfHsp40, growth rescue, ATP luminescence. AID 504582. growth rescue, % at 12.5 µM. actives 0.68% (n = 340,000); in the data active means growth rescue above about 28%, passing the limit was not always enough; inconclusive means no clear call, values can overlap the other calls;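 further: yeast W303a lacking pdr1 and pdr3 grown in galactose medium; growth measured after three days at 30 °C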
# Yp Topo-I inh: blocks Yersinia pestis topoisomerase I activity | Y. pestis Topo-I cleavage product accumulation, plate reader | activity, % at 10 µM | actives 0.064% (n = 360,000); in the data active means activity above about 50%, passing the limit was not always enough; inconclusive means no clear call, values can overlap the other calls; further: inactives centre near 2
# BioA inh: inhibitors of Mycobacterium tuberculosis BioA enzyme; purified M. tuberculosis BioA enzyme, plate reader; inhibition, % at 9.99 µM; actives 0.096% (n = 360,000); AID 602481; in the data active means inhibition above about 40%; inconclusive means no clear call, values can overlap the other calls
# FadD28 binding: inhibitors of Mycobacterium tuberculosis FadD28 bisubstrate binding; FadD28 bisubstrate probe binding, fluorescence polarization; inhibition, % at 12.5 µM; actives 0.22% (n = 360,000); in the data active means inhibition above about 8.5%, passing the limit was not always enough; inconclusive means no clear call, values can overlap the other calls
# Mtb FBA inh: Mtb fructose-bisphosphate aldolase inhibition; P9WQA3; purified M. tuberculosis FBA, fluorescence read-out; inhibition, % at 1 µM; actives 2.3% (n = 360,000); in the data active means inhibition above about 27%;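 further: 0% = vehicle and 100% = reference inhibitor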
# Target sequence (P9WQA3 whole entry, looked up): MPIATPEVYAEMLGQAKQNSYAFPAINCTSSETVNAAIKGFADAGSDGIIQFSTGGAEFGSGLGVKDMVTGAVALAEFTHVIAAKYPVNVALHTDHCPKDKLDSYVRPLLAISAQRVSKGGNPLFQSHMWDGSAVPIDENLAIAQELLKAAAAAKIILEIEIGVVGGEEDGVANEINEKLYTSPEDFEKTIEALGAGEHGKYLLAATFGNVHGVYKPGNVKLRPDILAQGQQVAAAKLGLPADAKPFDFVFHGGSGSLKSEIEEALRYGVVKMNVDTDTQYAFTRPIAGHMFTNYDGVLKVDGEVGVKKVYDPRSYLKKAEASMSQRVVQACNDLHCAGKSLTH
# Mtb UGM inh: blocks M. tuberculosis UGM enzyme | P9WIQ1 | purified UGM, fluorescence polarization probe displacement | inhibition, % at 10 µM | actives 0.06% (n = 320,000) | AID 504406; in the data active means inhibition above about 10%, passing the limit was not always enough; inconclusive means no clear call, values can overlap the other calls
# Target sequence (P9WIQ1 whole entry, looked up): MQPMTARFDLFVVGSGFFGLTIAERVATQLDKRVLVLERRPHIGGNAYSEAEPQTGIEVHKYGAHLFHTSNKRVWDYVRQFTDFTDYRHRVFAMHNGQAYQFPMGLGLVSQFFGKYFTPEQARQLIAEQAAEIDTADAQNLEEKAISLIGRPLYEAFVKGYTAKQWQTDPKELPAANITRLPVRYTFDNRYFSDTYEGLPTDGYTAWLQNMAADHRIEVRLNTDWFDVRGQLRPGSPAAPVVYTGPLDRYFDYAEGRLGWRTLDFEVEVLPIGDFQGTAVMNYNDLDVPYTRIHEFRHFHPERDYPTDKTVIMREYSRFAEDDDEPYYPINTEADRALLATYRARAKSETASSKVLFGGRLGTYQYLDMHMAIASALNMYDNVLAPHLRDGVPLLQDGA
# BH1578 lux ind: induces V. cholerae light production without autoinducers. V. cholerae BH1578 lux reporter, luminescence, 6 h. activation, % at 18.7 µM. actives 0.16% (n = 350,000); in the data active means activation mostly above about 9.7%, no sharp cut-off; inconclusive means no clear call, values can overlap the other calls; inactive means mostly below about 3.7%; further: not every result past the cut was called active; inactives centre near 0; reference of the scale not given here
# * hit, by the source's call; i = inactive; u = inconclusive; x = no result given.
SMILES,TcdB GH inh,GDH-TPI inh,PfHsp40 rescue,Yp Topo-I inh,BioA inh,FadD28 binding,Mtb FBA inh,Mtb UGM inh,BH1578 lux ind
C=CC[C@@H](CC(=O)N[C@H](CO)Cc1ccccc1)C(=O)N[C@@H](COC(=O)[C@H](CC=C)CC(=O)OC(C)(C)C)Cc1ccccc1,0.3,5,2.7,18,-2.1,-1.3,0,-1.0,i
CCOC(=O)N1CCN(C(=O)C2CCC(=O)N(Cc3ccc(Cl)cc3)C2)CC1 (centres undefined),-0.3,8,-0.6,-1,-0.8,-4.7,0,0.1,i
COc1cc(NCCCC(C)N)c2ncccc2c1 (centres undefined),x,-1,0.0,-20,-5.6,8.7*,3,x,i
Cc1ccc(-n2ncc3c(NCc4ccccn4)ncnc32)c(C)c1,x,0,0.0,-8,-2.7,-0.9,-1,0.3,-1.0
C=CCn1c(SCC(=O)NC2(C)CCS(=O)(=O)C2)nc2ccccc21 (centres undefined),1.5,0,0.1,6,x,0.4,2,2.6,i
CC(C)(C)NC(=O)NC(=O)CN1CCN(c2ccccc2)CC1,0.4,-10,0.0,1,x,-4.5,-1,0.4,i
CCCN=C(N)/C(C(=O)OCC)=C(\O)c1ccc(OC)cc1,x,2,-0.6,6,x,-1.0,1,1.5,-3.0
COc1ccc(OCc2cc(C(=O)NC(C)Cc3ccccn3)no2)c(Cl)c1 (centres undefined),0.1,-6,-0.9,9,0.8,-1.6,1,0.2,1.0
COc1ccc(C(=O)NCC(=O)N/N=C/c2ccc(C)o2)cc1OC,-3.7,7,-1.2,-8,-1.4,-3.0,19,-0.8,-0.3
CCN(CC)c1ccc([C@H]2[C@@H]3CCCC[C@]3(O)CCN2CC(=O)NCc2ccco2)cc1,-0.9,7,0.0,-2,1.3,-0.8,5,-1.7,4.0
O=C(C1CCCO1)N1CCN(C(=S)Nc2cccc(Cl)c2)CC1 (centres undefined),x,4,-0.8,6,0.3,-1.2,6,2.9,0.2
O=C(Nc1ccc(S(=O)(=O)N2CCCCC2)cc1)C1CC1,-0.2,6,-1.5,4,x,x,3,-0.4,-0.1
Cc1ccc(CCNC(=O)C23CN(Cc4ccccc4)CC2C(c2cccc([N+](=O)[O-])c2)=NO3)cc1 (centres undefined),0.9,4,3.8,29,-0.7,-6.0,1,-0.1,i
Cc1cc(C)cc(C(=O)Oc2cc(C)[nH]c(=O)c2[N+](=O)[O-])c1,0.4,15,-0.9,1,-0.5,0.1,-2,0.2,0.0
N#Cc1cc2nc(O)c(O)nc2cc1[N+](=O)[O-],0.1,6,-0.9,7,-0.6,0.3,-2,-1.2,i
O=C(c1ccc([N+](=O)[O-])s1)N1CCCc2ccccc21,1.4,7,1.0,8,0.5,0.5,2,0.7,-0.4
CCOc1nc(CC)nc(NC(=O)NS(=O)(=O)c2ccccc2Cl)n1,x,-1,-0.2,-6,0.1,0.0,-2,0.3,-5.0
O=S(=O)(c1ccc(F)cc1)n1ccc(-c2cccc(OCc3c(F)cccc3Cl)c2)n1,x,7,-0.3,1,-0.6,-2.9,-3,-1.2,-0.3
Cc1sc2ncnc(NCCN3CCOCC3)c2c1C,x,0,3.8,6,3.1,-2.9,6,-0.2,-0.2
CC1(C)C2CCC1(C)C(OC(=O)C[n+]1ccccc1)C2 (centres undefined),2.0,4,0.2,-2,-2.2,0.9,-2,0.2,-0.4
O=C1Nc2ccccc2C1=Nc1cccc(Cl)c1,-0.2,8,-0.4,-6,-3.4,-0.8,-1,-0.2,i
Cc1ccc(C(=O)NCC(=O)Nc2ccccc2C(F)(F)F)cc1,1.0,3,-1.2,0,x,0.3,-4,2.1,-0.3
COc1ccc(-c2nc3ccc(C)cc3c(=O)o2)cc1OC,5.2,11,-1.3,12,-0.7,-1.9,-1,2.9,-0.9
O=C(CCNC(=O)c1ccc(Br)cc1)NNC(=O)C1COc2ccccc2O1 (centres undefined),0.8,-1,1.4,4,-0.7,-0.1,4,0.6,-0.8
CC(=O)Nc1cc(-c2ccc(N3CCN(C)CC3)cc2)cn2c(-c3cccc(C(C)=O)c3)cnc12,-7.5,13,x,1,0.2,-0.8,-5,x,-0.5
CCC(=O)N1N=C(c2cccs2)CC1c1ccco1 (centres undefined),-0.5,2,-0.7,3,x,-0.9,3,-0.4,0.9
COc1ccc(N2CCN(C(=O)COC(=O)CCc3ccccc3)CC2)cc1,-0.2,-8,0.4,2,-1.4,-1.7,-1,-2.2,7.1
O=C1CSC(c2cccnc2)N1Cc1ccc(Cl)cc1Cl (centres undefined),1.8,-1,-0.5,-1,x,-1.5,0,1.2,-0.9
Cc1cc2c(cc1C)NC(C)CC(=O)N2 (centres undefined),1.0,0,2.4,3,0.3,-2.0,0,x,i
C[C@H]1COC(=O)[C@@H](Cc2ccc(F)cc2)C/C=C\C[C@@H](CC(=O)NCCO)C(=O)N1,0.6,9,-1.1,0,-1.6,-2.6,0,-3.4,i
Cc1ccc(NC(=O)CSc2n[nH]c(-c3ccco3)n2)c(C)c1,1.9,-1,-0.5,3,x,-2.7,0,0.6,i
COC(=O)C1=C(CSc2nc3c(cc2C#N)CN(C)CC3)OC(N)=C(C#N)C1c1ccccc1F (centres undefined),x,8,1.0,2,-2.1,0.5,8,-0.1,-0.2
CC(C)(C)N(Cc1ccccc1)C(=O)COc1cccnc1[N+](=O)[O-],2.1,1,u,7,x,-4.0,-1,0.2,i
CCOC(=O)c1ccc(NC(=O)N2CCN(C(=O)c3ccco3)CC2)cc1,-0.7,-6,-0.1,-4,x,-1.1,-1,1.8,i
COC(=O)C1CCN(S(=O)(=O)c2c(C)n(C)c(=O)n(C)c2=O)CC1,3.1,-12,1.5,3,2.8,-3.6,1,-1.4,-0.2
N#Cc1ccc(NC(=S)NCCN2CCOCC2)cc1,-0.2,-3,-1.3,8,-1.3,-4.3,-1,-2.6,0.6

# Gathered by group, the entries above with a thiophene ring, fused or not (three)
SMILES,TcdB GH inh,GDH-TPI inh,PfHsp40 rescue,Yp Topo-I inh,BioA inh,FadD28 binding,Mtb FBA inh,Mtb UGM inh,BH1578 lux ind
O=C(c1ccc([N+](=O)[O-])s1)N1CCCc2ccccc21,1.4,7,1.0,8,0.5,0.5,2,0.7,-0.4
Cc1sc2ncnc(NCCN3CCOCC3)c2c1C,x,0,3.8,6,3.1,-2.9,6,-0.2,-0.2
CCC(=O)N1N=C(c2cccs2)CC1c1ccco1 (centres undefined),-0.5,2,-0.7,3,x,-0.9,3,-0.4,0.9

# (continued)
SMILES,TcdB GH inh,GDH-TPI inh,PfHsp40 rescue,Yp Topo-I inh,BioA inh,FadD28 binding,Mtb FBA inh,Mtb UGM inh,BH1578 lux ind
O=C(/C=C/c1cccc(Cl)c1)Nn1c(-c2cccs2)nc2ccccc2c1=O,0.2,12,0.6,9,x,-0.4,-3,2.4,-0.3
CC(=O)c1c(C)[nH]c(C(=O)OCC(=O)N2CCc3ccccc32)c1C,x,2,-0.1,4,2.6,-2.3,0,-0.2,2.6
CCCCNC(=O)[C@]1(C)CCC[C@@]2(C)C3CC[C@@]4(C)C[C@]3(CCC21)CC4=O (some centres undefined),-2.2,3,3.6,10,1.4,-2.3,-2,-2.8,i
CCCNc1c(N)c(=O)oc2ccccc12,4.4,30,0.0,10,1.3,-2.2,5,0.2,-0.3
O=C(COC(=O)c1ccccn1)Nc1cccc(Cl)c1Cl,x,5,0.1,1,0.9,-1.8,-1,1.8,-2.1
COc1ccc(C(=O)O)cc1S(=O)(=O)Nc1cc(C(F)(F)F)ccc1N1CCCCC1,-9.4,3,x,-3,1.1,-3.3,-1,x,i
Cc1ccnc(NC(=O)CCNS(=O)(=O)c2ccc(C)c(C)c2)c1,0.4,-5,1.3,6,-0.5,-2.0,1,1.4,i
CS(=O)(=O)c1ccc(Nc2nc(C(N)CCc3ccccc3)cs2)cc1 (centres undefined),1.0,0,x,-5,25,-2.2,-1,x,i
O[C@@H]1CN(CC2CCCCC2)[C@@H](c2ccccc2)C[C@H]1n1cc(-c2ccc(F)cc2)nn1,0.2,8,x,41,-1.9,-3.0,-1,x,i
O=C(N/N=C/c1ccccc1OCc1ccccc1Cl)c1cccnc1,-0.6,0,0.1,22,31,-6.3,1,0.3,4.2
Cc1cccc(C)c1NC(=O)CNC(=O)c1ccc(N2CCCC2=O)cc1,-2.3,3,-1.8,-7,5.3,-2.3,-3,0.8,i
COc1ccc(OC)c(NC(=O)/C=C/c2ccc(S(=O)(=O)N3CCOCC3)cc2)c1,0.3,16,1.2,-3,-2.4,-1.0,-2,x,i
Cc1ccc(NC2CC(=O)N(c3ccc(N4CCCCC4)cc3)C2=O)cc1 (centres undefined),0.2,9,-0.5,-1,-0.6,0.9,0,-1.4,i
Cn1ccc(NC(=O)c2ccc(Cl)cc2Cl)n1,0.1,-1,0.4,2,0.0,0.7,1,1.1,i
Cc1c(C(=O)NC(C)C)sc2ncn(CC(=O)N3CCC(C)CC3)c(=O)c12,1.9,-7,-0.6,-2,0.1,-2.8,0,0.2,i
O=C(Nc1ccc2c(c1)OCO2)c1ccc2nc[nH]c2c1,x,-2,-0.4,-11,8.1,-1.7,-2,0.1,-0.7
NC1=NC(c2ccc(Cl)cc2)C(C(=O)c2ccccc2)N1 (centres undefined),1.1,-8,1.1,-7,-2.3,-1.8,3,-1.5,0.6
C/C(=N\N=C(/N)SC1CC(=O)N(c2ccc(Cl)c(Cl)c2)C1=O)c1cccs1 (centres undefined),1.1,26,37*,6,-1.4,-4.7,-6,0.8,-1.8
O=C(Nc1ccccc1C(=O)N1CCOCC1)c1cc2ccccc2o1,1.0,5,0.0,3,-1.9,-2.6,2,4.0,-2.0
O=C(CCc1c[nH]c2ccccc12)Nc1ccc(S(=O)(=O)Nc2ncccn2)cc1,-1.6,10,0.4,0,-0.8,-0.2,2,-3.1,-0.3
Cc1ccc(NC(=O)CCCCCC2NC(=O)NC2C)cc1 (centres undefined),0.1,-8,0.3,10,-41,-4.8,1,-1.7,-0.2
S=C(NCc1ccccn1)NN=Cc1ccccn1,-3.1,13,16,10,x,-0.9,-2,x,i
O=C(NC1CCCCCC1)C1CCCN1S(=O)(=O)c1cccc2cccnc12 (centres undefined),0.0,6,-0.9,5,-0.1,0.3,0,0.5,-0.4
CC(=O)Nc1ccc(S(=O)(=O)Nc2cc(C)cn(Cc3ccccc3)c2=O)cc1,x,8,2.3,-1,-3.3,-1.6,70*,-2.0,-0.3
CCC(C)N1C(=O)NC(=O)C2(Cc3cc(C)ccc3N(C)C2)C1=O (centres undefined),x,0,0.8,1,-1.8,-2.4,1,-0.1,-0.6
C=CCn1c(O)c(C(C)=NCC2CCCO2)c(=O)[nH]c1=O (centres undefined),1.4,-11,-0.8,7,-1.3,-3.1,1,0.3,i
CC(C)CN1CCN(Cc2ccc(C#CC(C)(C)O)cc2)CC1CCO (centres undefined),x,-5,-1.6,-4,-3.4,-1.1,0,0.5,i
Cc1nn(Cc2cccc(C(N)=O)c2)c(C)c1Br,1.8,-12,0.9,-4,x,-1.6,-1,2.4,-0.3
O=C(Nc1ccc(NC(=O)c2ccc3c(c2)OCCO3)cc1)c1ccccc1,-0.1,11,-0.1,1,-2.0,-0.7,8,3.9,i
CCCCC(=O)Nc1c2c(nn1-c1cccc(C)c1C)CS(=O)(=O)C2,0.7,2,-0.5,-6,-0.9,x,-2,-2.0,-0.6
Cc1cc(C)n(/N=C/c2ccccc2O)c(=O)c1,3.8,-4,0.0,-1,-1.0,0.3,0,-0.5,-0.3

# Individual results from the entries so far:
# BH1578 lux ind result of Cc1cc(C)n(/N=C/c2ccccc2O)c(=O)c1 = -0.3
# FadD28 binding result of Cc1nn(Cc2cccc(C(N)=O)c2)c(C)c1Br = -1.6
# GDH-TPI inh result of CCCCC(=O)Nc1c2c(nn1-c1cccc(C)c1C)CS(=O)(=O)C2 = 2
